AID2073: disruptors of CaV2.2 binding to Mint1 – biochemical, HTRF (AID 2073). HTRF protein-protein interaction, Mint1-CaV2.2; higher % means a stronger effect. inhibition, % at 20 µM; hits with a dose series show IC50 in µM. actives 0.19% (n = 290,000); in the data active = inhibition mostly above about 51%, no sharp cut-off; inconclusive = no clear call, values can overlap the other calls; inactive = mostly below about 53%; note: some results filed as inactive read as strong as hits
West Nile antiviral: inhibition of WNV-induced cytopathic effect – cell-based, CPE readout (AID 1621). West Nile virus-infected cells, CPE inhibition; higher % means a stronger effect. actives 0.02% (n = 290,000). CPE inhibition, % at 10 µM; hits with a dose series show IC50 in µM; in the data active = a potency from the dose series; inconclusive = CPE inhibition mostly from about 3.7% at the one dose, without a potency; inactive = the rest, 99 in 100 with CPE inhibition below about 2.2%; note: strong numbers were not always called active
HEK293 NOD2/NF-kB: NOD2 signaling inhibitors, cell-based, luminescence, uHTS, HEK293 (AID 1566) | HEK293 NOD2/NF-kB luciferase reporter, luminescence; higher % means a stronger effect | actives 0.63% (n = 290,000) | inhibition, % at 4 µM; hits with a dose series show EC50 in µM; note: many of its hits are not listed in these tables
Yfh1-off respiration: enhancers of respiration in Yfh1-depleted yeast, dose response, Friedreich's ataxia, plus single-dose screen (AID 1465); actives 0.074% (n = 220,000); fold induction at 50 µM, or EC50 in µM where a hit was titrated; S. cerevisiae Yfh1-off respiration, WST-1 reduction, 72 h; higher fold induction means a stronger effect;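 active = fold induction of absorbance versus untreated yeast above a set limit, then at least 30% activation at any dose in follow-up; inconclusive = repeats straddling the limit, or above it without dose testing; inactive = fold induction below the set limit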;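 note: activators that raise dye reduction in frataxin-depleted yeast; strong numbers were not always called active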
NOD1 NF-kB reporter: inhibition of NOD1-driven NF-kB reporter – cell-based, luminescence, uHTS, primary screen (AID 1578) | one-dose inhibition, % at 4 µM; EC50 in µM for titrated hits | actives 1% (n = 290,000) | NOD1-driven NF-kB luciferase reporter cells, luminescence; higher % means a stronger effect; in the data active = inhibition mostly above about 36%, no sharp cut-off; inactive = mostly below about 34%;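 note: HEK-293T reporter cells stimulated with the NOD1 agonist gamma-tri-DAP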
Dengue-2 NS5 capping: Dengue-2 NS5 methyltransferase inhibitors, primary screen, biochemical, confirmation dose response (AID 588689). Dengue-2 NS5 methyltransferase capping enzyme assay, biochemical; higher % means a stronger effect. inhibition, % at 25 µM; hits with a dose series show IC50 in µM. actives 0.3% (n = 340,000); in the data active = a potency from the dose series; inconclusive = inhibition above about 29% without an active follow-up result
HIV fusion peptide: cell-free HIV fusion peptide-binding blockers – biochemical, uHTS, fluorescence dequenching, primary screen (AID 1986); actives 0.3% (n = 290,000); one-dose inhibition, % at 20 µM; IC50 in µM for titrated hits; cell-free peptide binding, fluorescence dequenching, 30 min; higher % means a stronger effect; in the data active = inhibition mostly above about 52%, no sharp cut-off; inactive = mostly below about 76%; note: some results filed as inactive read as strong as hits
KOR beta-arrestin-1: KOR antagonists, beta-arrestin recruitment, cell-based, luminescence, uHTS (AID 1778). actives 0.091% (n = 290,000). KOR beta-arrestin recruitment, luminescence, antagonist mode; higher % means a stronger effect. one-dose inhibition, % at 10 µM; IC50 in µM for titrated hits; note: strong numbers were not always called active
KOR beta-arrestin-2: KOR agonists, beta-arrestin recruitment, primary screen, cell-based, luminescence, uHTS (AID 1777); KOR beta-arrestin recruitment, luminescence; higher % means a stronger effect; one-dose activation, % at 10 µM; EC50 in µM for titrated hits; actives 0.02% (n = 280,000); in the data active = activation above about 50%, passing the limit was not always enough; note: a part of the inactive calls stands beside numbers as strong as those of hits
Dengue-2 NS5 capping pilot replicate: second read-out of Dengue-2 NS5 capping, no call of its own (marks repeat the call); inhibition, %; measured here: pilot screen replicate inhibition
* = called active by the depositor; i = inactive; ? = inconclusive; nt = no result given; [ ] = dose if it differs, or a comment. Cut-off read from the data, not from the text of the source, unless noted: active = inhibition above about 50%; inactive = the rest. This is a subset (hit frequency here may not be typical).

SMILES	AID2073	West Nile antiviral	HEK293 NOD2/NF-kB	Yfh1-off respiration	NOD1 NF-kB reporter	Dengue-2 NS5 capping	HIV fusion peptide	KOR beta-arrestin-1	KOR beta-arrestin-2	others
O=C(CSc1cn[nH]n1)Nc1ccccc1C(=O)O	6%	-0.3%	5%	nt	-41%	-8%	-0.6%	-13%	1.6%
O=C1CC(N2CCN(c3ncccn3)CC2)C(=O)N1CCc1ccccc1 (configuration not stated)	-12%	-0.7%	-8%	i	-24%	-7%	-1.2%	-48%[20 µM]	-2.5%
COc1cccc(C(=O)Nc2ncc3c(n2)CC(C)CC3=O)c1 (configuration not stated)	3%	0.1%	-7%	i	-23%	-1%	-0.2%	-26%	-9.1%	Dengue-2 NS5 capping pilot replicate=3.3
CC(C)NC(=O)NC(=O)COC(=O)c1ccc([N+](=O)[O-])cc1Cl	-10%	-0.1%	-9%	i	-62%	-5%	-0.8%	-38%	3.4%
Cc1ccc(NC(=O)[C@H](Cc2ccccc2)NC(=O)[C@@H]2Cc3ccccc3CN2)c(C)c1	-16%	-0.4%	21%	nt	-15%	-9%	0.6%	-17%	-0.3%
Cn1c(-c2c(N)n(-c3ccccc3)c3nc4ccccc4nc23)nc2ccccc21	13%	0.4%	-4%	i	12%	-3%	1.1%	20%	-4.3%
CN(C)c1cccc2c(/C=N/O)ccc(N(C)C)c12	4%	-0.3%	2%	i	-36%	-1%	-1.6%	-13%	-2.4%
CC(O)CNCCOc1ccccc1-c1ccccc1 (configuration not stated)	-1%	0.6%	-3%	i	-24%	-2%	0.7%	-12%	-5.8%
COc1cccc(-n2nnnc2SCC(=O)Nc2cccc(NC(C)=O)c2)c1	-4%	-0.2%	-4%	i	-17%	-3%	-1.5%	-37%	4.3%
COc1cc(/C=C/C(=O)OC(C)C(=O)Nc2c(C)n(C)n(-c3ccccc3)c2=O)ccc1OCC#N (configuration not stated)	9%	-0.2%	13%	i	-19%	-7%	-1.6%	-37%	3.1%
Nc1ccc2[nH]ncc2c1	27%	-0.1%	23%	i	-2%	-7%	10%	-3%	-3.3%
Fc1ccc(OCCOCCN2CCNCC2)cc1	5%	-0.1%	-5%	nt	-15%	3%	0.6%	6%	3.8%	Dengue-2 NS5 capping pilot replicate=2.1
N=C1C=CC=C2C1=NC1(CCCCC1)N2O	17%	0.3%	15%	i	-3%	21%	10%	-4%	-3.1%
CCOc1ccc2nc(NS(=O)(=O)Cc3ccccc3)sc2c1	-6%	0.9%	-80%	i	-53%	11%	-1.9%	-79%	3.2%
CCOC(=O)C1CCCN(C(=O)CSCc2ccccc2)C1 (configuration not stated)	-5%	0.0%	-18%	i	-3%	-8%	-0.3%	0%	6.5%
O=C1CC(c2ccccc2)CN1C(=O)c1ccccc1 (configuration not stated)	-4%	0.1%	-22%	i	19%	nt	-1.0%	8%	10%
CN(CC(=O)Nc1cccc(F)c1)C(=O)COc1cccc2c1OC(C)(C)C2	2%	-0.6%	-10%	nt	-32%	-8%	-0.5%	36%	-4.2%
COc1ccc(OCC(=O)NNC(=O)c2ccc3c(=O)n4c(nc3c2)CCC4)cc1	8%	0.0%	15%	nt	-27%	-6%	-1.2%	17%	-4.8%
CS(=O)(=O)N1CCc2nc(-c3ccccc3)sc2C1	16%	-0.9%	-49%	nt	-10%	0%	-0.6%	16%	-3.8%
Cc1oc(/N=C/c2cccc([N+](=O)[O-])c2)c(C#N)c1C	1%	-0.1%	11%	nt	-22%	nt	-0.3%	-14%	-1.5%

Copied from the listing (two entries):
SMILES	AID2073	West Nile antiviral	HEK293 NOD2/NF-kB	Yfh1-off respiration	NOD1 NF-kB reporter	Dengue-2 NS5 capping	HIV fusion peptide	KOR beta-arrestin-1	KOR beta-arrestin-2	others
CS(=O)(=O)N1CCc2nc(-c3ccccc3)sc2C1	16%	-0.9%	-49%	nt	-10%	0%	-0.6%	16%	-3.8%
Cc1oc(/N=C/c2cccc([N+](=O)[O-])c2)c(C#N)c1C	1%	-0.1%	11%	nt	-22%	nt	-0.3%	-14%	-1.5%

Next structures.
SMILES	AID2073	West Nile antiviral	HEK293 NOD2/NF-kB	Yfh1-off respiration	NOD1 NF-kB reporter	Dengue-2 NS5 capping	HIV fusion peptide	KOR beta-arrestin-1	KOR beta-arrestin-2	others
COc1ccc(C(=O)Nc2cccc3c2CCCC3)cc1OC	-5%	-0.4%	5%	nt	-18%	-3%	1.0%	-45%[20 µM]	6.3%	Dengue-2 NS5 capping pilot replicate=-2.1
Cc1cccc(NC(=O)Nc2cccc3ccccc23)c1	9%	-0.5%	-12%	nt	-28%	1%	1.1%	7%	-0.4%
CCOc1cc(/C=C2\C(=O)N(CCC#N)N=C2C)ccc1OCC(N)=O	-10%	-0.3%	-2%	i	-40%	2%	-1.9%	-29%	3.3%
O=S(=O)(c1cc(Cl)ccc1Cl)N1CCCCC1	4%	1.6%	-1%	i	14%	-3%	20%	-12%	11%
Fc1ccccc1-c1[nH]ncc1-c1nnnn1-c1ccccc1	-8%	-0.3%	12%	i	-8%	nt	0.8%	14%	-5.5%
Cc1nn(CC(=O)Nc2cccc(Cl)c2)c(=O)c2cc(-c3ccccc3)nn12	7%	-0.3%	-3%	nt	-24%	-2%	1.6%	-6%	0.7%
CC(Cc1cccs1)NC(=S)Nc1ccc(Cl)cc1 (configuration not stated)	-10%	-1.2%	7%	i	7%	-2%	0.7%	nt	0.7%
O=c1cc(-c2ccc(Br)cc2)[nH][nH]1	2%	0.8%	7%	i	-5%	7%	4.0%	-56%[20 µM]	-1.5%
CCOC(=O)c1nc(Nc2cc(Cl)ccc2OC)c2ccccc2n1	4%	-0.6%	4%	nt	-17%	-5%	-1.2%	20%	-10%
CN1C(=O)c2oc3ccc(Br)cc3c(=O)c2C1c1ccncc1 (configuration not stated)	-24%	nt	8%	nt	-12%	nt	0.5%	-19%	-1.8%
CC1=C(C(=O)N2CCCC(C(=O)c3cccc4ccccc34)C2)OCCO1 (configuration not stated)	0%	-0.7%	-3%	i	-8%	-5%	0.8%	-8%	2.6%
COc1ccc(NC2CCCN(C(=O)CN3CCOC3=O)C2)cc1 (configuration not stated)	-13%	0.6%	3%	nt	-24%	5%	1.3%	18%	-0.6%
O=Cc1ccccc1-n1cncn1	-1%	0.1%	8%	i	-17%	-4%	1.1%	-18%[20 µM]	-2.9%
COc1ccc(OC)c(C(=O)c2nc3c(n2O)CCCCC3)c1	-7%	0.3%	-7%	i	-14%	-1%	-2.0%	9%	-1.4%	Dengue-2 NS5 capping pilot replicate=1.5
Cc1cccc(OCC(=O)NCc2cc(C)nc3ccccc23)c1	-11%	-1.1%	17%	i	19%	0%	-0.7%	-51%	2.1%
Cc1ccc(N(C(C)C(=O)N2CCCC2)S(C)(=O)=O)cc1 (configuration not stated)	11%	-0.7%	10%	nt	22%	nt	0.0%	-11%	4.8%
COc1ccc(OC)c(CN2CCN(C(=O)c3ccc(F)cc3)CC2)c1	13%	-0.3%	19%	nt	-4%	-4%	1.0%	-24%[20 µM]	-2.9%
COc1ccccc1/C=C(/NC(=O)c1ccccc1)C(=O)NCCCn1ccnc1	-2%	0.9%	8%	nt	12%	-7%	3.2%	-27%	6.1%
O=S(=O)(NCCCN1CCOCC1)c1ccc(Cl)s1	7%	-0.4%	0%	i	2%	-9%	-0.8%	21%	0.0%
O=C(N/C(=C\c1cccnc1)C(=O)N1CCOCC1)c1cccc(Br)c1	-34%	-0.3%	11%	i	5%	-10%	11%	-10%	-0.5%
CC1CCN(CC(=O)NCc2ccco2)CC1	2%	0.0%	6%	i	0%	-2%	1.5%	12%	-3.8%
CC(C)[C@H](NC(=O)c1ccc(F)cc1)C(=O)NC1=NCCS1	1%	-0.2%	-12%	i	-28%	0%	0.7%	-9%	4.3%
CSc1cc(C)c(OCC(=O)Nc2c(C)nn(C)c2C)c(C)c1	9%	-1.4%	30%	nt	-12%	-8%	-0.3%	-14%	3.7%
CCOC(=O)/C(=C/c1c(C)n(C)c2ccc([N+](=O)[O-])cc12)C(C)=O	-8%	-0.4%	-43%	i	13%	?	7.0%	10%	-0.4%
CCC(=O)Nc1ccc(NC(=O)c2oc3ccccc3c2C)cc1	5%	0.0%	16%	nt	1%	-7%	1.3%	-2%	-1.7%
COc1cc2ccccc2cc1C(=O)Nc1nc(C)c(C(C)=O)s1	-90%	-0.1%	-12%	nt	4%	-2%	0.2%	-48%[20 µM]	2.3%
COc1ccc(Cn2nnnc2C(CC(C)C)N2CCN(c3ccccc3)CC2)cc1 (configuration not stated)	-16%	-0.2%	-18%	i	-27%	2%	-0.9%	-2%	-3.0%
COc1cc([N+](=O)[O-])ccc1NC(=O)NCC1CCN(Cc2ccc(Cl)cc2)CC1	9%	0.1%	0%	nt	-16%	4%	0.0%	-38%	-1.6%
CCOc1ccc(N(CC(=O)NC2CCCCC2)C(=O)CSc2nnc(COc3ccccc3)o2)cc1	-2%	-0.2%	-1%	nt	-18%	-2%	-1.5%	-44%	-0.5%
O=C(Nc1nc2ccccc2[nH]1)c1cccs1	-3%	0.0%	-65%	i	-44%	5%	-0.7%	10%	-0.7%
O=C(COC(=O)COc1ccc(Nc2ccccc2)cc1)NCc1ccco1	9%	0.3%	1%	i	-23%	23%	-2.1%	-1%	1.2%
Nc1nnc(SC2CC(=O)N(c3ccccc3)C2=O)s1 (configuration not stated)	11%	0.3%	12%	i	-13%	-14%	0.3%	-30%	3.6%
O=C(CSc1nnc(C2COc3ccccc3O2)o1)N1CCCC1 (configuration not stated)	5%	-0.6%	2%	i	-11%	-9%	-1.3%	9%	-11%
c1coc(CN2CNc3nc4ccccc4n3C2)c1	-9%	0.0%	24%	i	1%	-2%	-0.1%	4%	-0.4%
O=C(Cc1c(F)cccc1Cl)Nc1ccc(S(=O)(=O)N2CCCC2)cc1	11%	-0.7%	-13%	nt	-37%	-8%	-0.6%	32%	-3.7%
O=C(c1ccc(Cl)cc1)c1cn[nH]c1-c1ccccc1O	1%	0.3%	4%	i	-11%	-12%	5.6%	-26%	-1.5%
O=C(N/N=C/c1cc2c(c([N+](=O)[O-])c1)OCO2)c1ccncc1	-14%	-0.4%	19%	nt	-16%	5%	5.7%	-6%[20 µM]	-4.6%	Dengue-2 NS5 capping pilot replicate=3.0
Cc1ccc(C(=O)Nc2nc3ccccc3[nH]2)cc1	9%	-1.2%	-33%	nt	41%	1%	1.4%	nt	nt
CCOCCCNC(=O)/C(C#N)=C/c1ccc(-c2ccc(S(=O)(=O)N3CCOCC3)cc2)o1	7%	-0.8%	8%	i	-24%	-7%	4.0%	14%	1.3%
CCCC1(c2ccccc2)NC(=O)N(CCN2C(=O)c3ccccc3C2=O)C1=O (configuration not stated)	2%	0.5%	6%	i	-12%	2%	-1.4%	-72%	4.3%
COC(=O)c1ccc(OCC(O)CN2CCN(C(=O)c3ccco3)CC2)c(OC)c1 (configuration not stated)	2%	-0.6%	9%	nt	-9%	-1%	1.5%	-25%	-2.6%
COc1cccc(N2CCN(C(=O)Nc3ccccc3Cl)CC2)c1	-1%	-0.7%	6%	i	-26%	-3%	1.0%	-14%	-4.9%

Bioassay records deposited in PubChem BioAssay by several laboratories.
